# Screening results as filed in PubChem.
# NPC1 promoter act = qHTS Assay for NPC1 Promoter Activators. 320,000 compounds, 2.4% hits. Potency, µM (top dose mostly 9.22 µM), without a hit: top-dose activation, hits mostly activators. Huh7 NPC1 promoter luciferase reporter, 24 h. AID 485313, 2010;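 note: potency is the fitted concentration of half-maximal effect; % of control where 0% means no effect; nearly all actives have a fitted effect of over 60% in size; reporter is driven by a mutant NPC1 promoter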
#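 Huh7 cells stably carrying NPC1 promoter–luciferase, plated in Opti-MEM with 10% FBS for 2 h, were exposed to compound in DMSO for 24 h at 37 °C; luciferase reagent was added for 10 min and luminescence read.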
# ELG1 genotox = qHTS screen for small molecules that induce genotoxicity in human embryonic kidney (HEK293T) cells expressing luciferase-tagged ELG1; Potency, µM (titrated, usually from 46 µM), for inactives: at the top dose activity change, positive = activation, actives largely listed as activators; 330,000 compounds, 1.3% hits; HEK293T ELG1-luciferase reporter, luminescence, 16 h; note: potency is the fitted concentration of half-maximal effect; % of control where 0% means no effect; nearly all actives have a fitted effect of over 60% in size
#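 16 hr compound incubation (37 °C, 5% CO2) of HEK293T cells carrying luciferase-tagged ELG1; luciferase then measured by ONE-Glo luminescence after 30 min at RT.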
# Tb PFK block = qHTS Assay to Find Inhibitors of T. brucei phosphofructokinase; ATP-dependent 6-phosphofructokinase (Trypanosoma brucei brucei), O15648; T. brucei PFK, ADP-Glo luminescence; Potency, µM (doses to about 57.5 µM), for inactives: at the highest dose activity, negative = inhibition, actives largely listed as inhibitors; 330,000 compounds, 0.17% hits; AID 485367, 2010;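 note: potency is the fitted concentration of half-maximal effect; 0% = uninhibited 1x PFK enzyme wells and -100% = no-enzyme wells; nearly all actives have a fitted effect of over 60% in size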
#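 PFK 1.25 nM, F6P 0.5 mM, ATP 0.1 mM, 0.1 M TEA pH 8.0, 5 mM MgCl2, 0.01% Tween20, 0.1% BSA; 45 min RT. ADP-Glo readout. qHTS titration up to 57 uM; curves fitted, compounds curve-classed.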
# BRCA1 expr up = qHTS Assay to Identify Small Molecule Activators of BRCA1 Expression. MCF7-BRCA1-FFLuc reporter, luminescence, 48 h; response scale: scaled: vehicle 0%, 10 µM genistein 100%. Potency, µM (series often up to 46.1 µM), without a hit: at the top dose activation, hits mostly activators. 380,000 compounds, 1.1% hits. AID 624202, 2012; note: potency is the fitted concentration of half-maximal effect; nearly all actives have a fitted effect of over 80% in size; some results filed as inactive show a strong effect at the top dose
#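 First, MCF7-BRCA1-FFLuc cells (2000/well) attach for 2 h; next, compounds are pin-added and incubated 48 h at 37 °C; finally, luciferase reagent is added and luminescence read after 15 min.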
# FLuc counter = qHTS profiling assay for firefly luciferase inhibitor/activator using purifed enzyme and Km concentrations of substrates (counterscreen for miR-21 project) | purified FLuc, Km substrates, luminescence inhibition | Potency, µM (highest dose often 57.5 µM), without a hit: at the highest dose activity change, negative = inhibition, actives largely listed as inhibitors | 360,000 compounds, 6.9% hits | AID 588342, 2011;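 note: potency is the fitted concentration of half-maximal effect; plate controls were vehicle for no effect and reference inhibitor for full effect; nearly all actives have a fitted effect of over 55% in size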
# Target sequence (P08659 whole entry, looked up): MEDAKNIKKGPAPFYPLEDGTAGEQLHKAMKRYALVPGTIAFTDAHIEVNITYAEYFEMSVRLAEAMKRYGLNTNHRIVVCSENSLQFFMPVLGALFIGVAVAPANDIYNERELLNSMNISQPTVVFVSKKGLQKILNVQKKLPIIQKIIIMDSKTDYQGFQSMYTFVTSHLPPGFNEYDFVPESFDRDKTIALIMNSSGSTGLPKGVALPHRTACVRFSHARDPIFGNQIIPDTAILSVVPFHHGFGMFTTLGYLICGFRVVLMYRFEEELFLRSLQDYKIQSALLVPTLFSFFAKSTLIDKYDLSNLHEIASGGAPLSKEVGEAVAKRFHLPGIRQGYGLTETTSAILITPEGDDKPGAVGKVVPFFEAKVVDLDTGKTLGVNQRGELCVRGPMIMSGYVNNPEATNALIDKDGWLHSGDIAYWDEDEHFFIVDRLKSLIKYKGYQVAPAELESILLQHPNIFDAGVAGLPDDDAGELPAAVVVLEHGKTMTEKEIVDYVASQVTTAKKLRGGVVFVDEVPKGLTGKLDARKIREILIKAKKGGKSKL
#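 Biochemical qHTS of compounds, final roughly 60 µM downward over six points, against 10 nM purified firefly luciferase using Km concentrations of substrates (10 uM D-luciferin, 10 uM ATP) in Tris acetate pH 7.5 buffer; luminescence output.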
# RORg inh = qHTS for inhibitors of ROR gamma transcriptional activity; Potency, µM (doses to about 53.6 µM), inactives show at the highest dose activity change, negative = inhibition, usual class: inhibitors; Drosophila S2 Gal4-RORgamma UAS-luciferase reporter, 20 h; 310,000 compounds, 5.4% hits; Nuclear receptor ROR-gamma (Mus musculus), P51450; note: potency is the fitted concentration of half-maximal effect; % is set by controls: 0 for no effect and ±100 for the full control effect; nearly all actives have a fitted effect of over 60% in size
# Target sequence (P51450 whole entry, looked up, the tested form may be a part): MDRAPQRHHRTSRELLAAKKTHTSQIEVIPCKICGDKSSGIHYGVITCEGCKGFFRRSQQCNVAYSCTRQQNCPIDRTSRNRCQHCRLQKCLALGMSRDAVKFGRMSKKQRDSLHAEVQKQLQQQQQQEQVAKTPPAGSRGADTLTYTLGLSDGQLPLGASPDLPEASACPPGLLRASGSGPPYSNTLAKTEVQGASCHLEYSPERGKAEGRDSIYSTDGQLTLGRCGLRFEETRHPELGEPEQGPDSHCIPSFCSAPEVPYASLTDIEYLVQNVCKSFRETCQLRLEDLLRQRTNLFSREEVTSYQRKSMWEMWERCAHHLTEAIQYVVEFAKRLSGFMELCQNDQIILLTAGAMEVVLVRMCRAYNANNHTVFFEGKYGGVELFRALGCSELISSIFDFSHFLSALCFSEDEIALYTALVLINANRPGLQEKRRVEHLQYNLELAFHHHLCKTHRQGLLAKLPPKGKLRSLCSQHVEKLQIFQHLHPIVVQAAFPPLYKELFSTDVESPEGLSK
#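 Using a luciferase readout, inhibitors were identified by reduced reporter activity in Drosophila cells coexpressing a copper-inducible Gal4–ROR gamma fusion and UAS-driven Photinus luciferase, incubated 20 hr after 700 uM copper sulfate.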
# p53 reactivator = qHTS assay for re-activators of p53 using a Luc reporter | Potency, µM (titrated, usually from 92.2 µM), without a hit: at the top dose activity change, positive = activation, hits mostly activators | 320,000 compounds, 0.063% hits | H1299 p53-A138V BP100-luciferase reporter, luminescence, 24 h; note: potency is the fitted concentration of half-maximal effect; % of control where 0% means no effect; nearly all actives have a fitted effect of over 45% in size
#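 H1299 (p53-null), stable ts p53-A138V + BP100-Luc; 1000 cells/well, Opti-MEM/10% FBS; cpd 4 pt, 1:5; 24 h, 37 deg C, 5% CO2; detection reagent 10 min RT; luminescence.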
# VP16 counter = VP16 counterscreen qHTS for inhibitors of ROR gamma transcriptional activity; 310,000 compounds, 3.5% hits; Drosophila S2 Gal4-VP16 UAS-luciferase, luminescence, 20 h; Potency, µM (top dose mostly 53.6 µM), inactives show at the highest dose activity, negative = inhibition, most hits filed as inhibitors;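 note: Gal4-VP16 expression switched on by copper sulfate through the metallothionein promoter; potency is the fitted concentration of half-maximal effect; % is set by controls: 0 for no effect and ±100 for the full control effect; nearly all actives have a fitted effect of over 50% in size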
# TRPV1 ag = HTS Assay for Compounds that Act as Agonists of the Vanilloid Receptor 1. 320,000 compounds, 0.19% hits. Transient receptor potential cation channel subfamily V member 1 (Homo sapiens), Q8NER1. TRPV1-expressing cells, Fluo-8 calcium influx, agonist mode. activation, % at 8.33 µM; in the data active = activation above about 80%; inconclusive = between about 30% and that limit; note: 0% is about no effect
#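 TRPV1-expressing cells were cultured overnight at 35.5C and loaded with Fluo-8 calcium dye for 40 to 90 min at room temperature. After a 10 s baseline, compound was added and calcium influx was read kinetically for 3 min (ex 480/em 520 nm).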
# Rab9 promoter act = qHTS Assay for Rab9 Promoter Activators; Huh7 Rab9 promoter-luciferase reporter, luminescence, 24 h; Potency, µM (titrated, usually from 9.22 µM), for inactives: top-dose activation, negative = inhibition, most hits filed as activators; 320,000 compounds, 2.8% hits; AID 485297, 2010; note: potency is the fitted concentration of half-maximal effect; % of control where 0% means no effect; nearly all actives have a fitted effect of over 60% in size
#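 Cell-based reporter: Huh7 stable for Rab9 promoter-driven luciferase, plated in reduced-serum medium with 10% FBS at 1500 cells/well, compound-treated 24 h at 37 °C, luminescence read after 10 min reagent.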
# ELG1 DNA repair = qHTS screen for small molecules that inhibit ELG1-dependent DNA repair in human embryonic kidney (HEK293T) cells expressing luciferase-tagged ELG1 | HEK293T ELG1-luciferase reporter, luminescence, 16 h; DNA damage induced by 5-fluorouridine | 330,000 compounds, 2.3% hits | Potency, µM (titrated, usually from 46.1 µM), for the others: top-dose activity change, negative = inhibition, usual class: inhibitors | AID 504467, 2011; note: potency is the fitted concentration of half-maximal effect; % is set by controls: 0 for no effect and ±100 for the full control effect; nearly all actives have a fitted effect of over 55% in size
#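 Step one: seed 2,000 cells per well. Step two: pin-transfer compound or DMSO alongside 5-fluorouridine. Step three: incubate 16 hr, 37 °C, 5% CO2. Step four: add ONE-Glo, wait 30 min, read luminescence.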
# Numbers without * were called inactive; ? = inconclusive; · = no result given; [ ] = another dose, or the depositor's remark. Unless noted, calls come from the whole dose curve; as a rule, active = well fitted curve in the direction sought with a large enough effect; inconclusive = small, poorly fitted or top-dose-only effect, or another doubt; inactive = no such curve, though single readings can be large; an effect the other way counts as inactive or inconclusive.
cpd	Structure	p53 reactivator	BRCA1 expr up	VP16 counter	ELG1 genotox	TRPV1 ag	Tb PFK block	FLuc counter	ELG1 DNA repair	NPC1 promoter act	RORg inh	Rab9 promoter act
1	CC(c1ccco1)N(C(=O)c1ccccc1NS(=O)(=O)c1ccc(Cl)c([N+](=O)[O-])c1)c1ccccn1 (centres undefined)	2%	-65%	-4%	-3%	18	1%	-1%	-2%	3%	-3%	-4%
2	Cc1csc(NC(=O)CSc2nnc(-c3ccc(S(=O)(=O)N4CCCC4)cc3)o2)n1	1%	-19%	-28%	-2%	-2	1%	-1%	-19%	0%	13µM*	-2%
3	C=CCSc1nnc(N2C(=O)C(O)=C(C(=O)c3ccco3)C2c2ccc(F)cc2)s1 (centres undefined)	-1%	-5%	1%	-11%	?	-5%	-10%	-10%	0%	0%	-5%
4	COc1ccc(NC(=O)CSc2nnc(-c3cccs3)n2-c2ccccc2)cc1	-4%	-21%	?	?	-5	-6%	0%	?	1%	-41%	-4%
5	Cc1cc(=O)oc2cc(OCC(=O)NCCN3CCOCC3)ccc12	4%	-2%	-4%	-1%	-1	-1%	2%	3%	12%	3%	-2%
6	O=C(C1=C(O)C(=O)N(CCN2CCOCC2)C1c1ccc(F)cc1)c1cccs1 (centres undefined)	4%	-3%	0%	0%	0	1%	1%	9%	-1%	-1%	-3%
7	O=C(CCN1C(=O)[C@H]2CC=CC[C@H]2C1=O)NCc1nc(-c2ccccc2)no1	0%	4%	5%	0%	0	-7%	2%	20%	4%	9%	0%
8	Cc1ccc(/C(=N\S(=O)(=O)c2ccc(Br)cc2)Nc2ccccc2C)cc1	8%	-6%	13%	-16%	9	3%	2%	21%	1%	-32%	-3%
9	Cn1nnnc1SCCNCc1cccnc1	0%	-3%	-6%	-17%	2	-3%	0%	?	0%	2%	10%
10	O=C(CNS(=O)(=O)c1ccccc1F)NNC(=O)c1ccc(Br)cc1	-9%	3%	·	2%	-8	-6%	-6%	1%	0%	·	0%
11	CC(C)Cc1nnc(NC(=O)CCC(=O)N2CCN(S(=O)(=O)c3ccccc3)CC2)s1	-5%	-8%	-1%	-1%	2	-2%	-1%	-16%	-2%	25%	-1%
12	Cc1ccc(S(=O)(=O)NC2=C(N3CCN(Cc4ccccc4)CC3)C(=O)c3ccccc3C2=O)cc1	6%	-10%	9%	3%	1	-4%	-9%	?	2%	1%	14%
13	CCCCn1nc2cc(C(=O)NCc3ccc(OC(F)(F)F)cc3)ccc2c1OC	5%	0%	-7%	-5%	13	1%	-3%	?	1%	15%	5%
14	O=C1C=C(Nc2cccc3cccnc23)c2ccccc2C1=O	·	-59%	10µM*	?	-2	-1%	-6%	?	-37%[inhibitor]	10µM*	-39%[inhibitor]
15	COCCNC(=O)CCCn1c(=O)c2cc(OC)c(OC)cc2n(CC(=O)c2cccc(OC)c2)c1=O	-1%	-26%	1%	-4%	-3	-3%	5%	-29%	-1%	5%	-3%
16	CC(=O)Nc1ccccc1OCC(=O)NCCC1=CCCCC1	-2%	-29%	-9%	-8%	2	8%	-1%	?	-3%	55%	-5%
17	Cc1cc(C)cc(NC(=O)C(Nc2ccccc2)c2ccccc2)c1 (centres undefined)	18%	-44%	11%	-6%	14	-1%	-8%	?	5%	45%[10 µM]	2%
18	O=C(Cc1csc(Nc2nc(=S)[nH]c3ccccc23)n1)NCCCN1CCN(c2ccccc2F)CC1	0%	-94%	10µM*	?	1	12%	-1%	13%	-10%	2µM*	-3%
19	Cc1ccc(N2C(N)=C(C#N)C3(C(=O)N(C)c4ccccc43)C3=C2CC(C)(C)CC3=O)cc1Cl (centres undefined)	-3%	-10%	-2%	-15%	19	-6%	-2%	?	0%	-21%	7%
20	Cc1ccccc1Nc1nc(N)nc(COC(=O)c2cccn2C)n1	?	?	9%	16µM*	1	6%	17µM*	?	3.5µM*	?	?
21	COc1ccc(CN=Cc2[nH]c3ccc(Br)c(Cl)c3c2O)cc1	-2%	-38%	-93%	-4%	-1	4%	-15%	0%	-4%	?	1%
22	CCc1sc(C(=O)N2CCN(S(C)(=O)=O)CC2)cc1Br	0%	-1%	6%	-1%	27	-15%	1%	4%	0%	-24%	0%
23	C=CCn1cc(C(=O)OC)c(=O)c2cc(S(=O)(=O)N3CCC(C)CC3)ccc21	-10%	4%	-4%	0%	?	0%	?	-11%	-3%	11µM*	15%
24	COc1cc(C(=O)OCC(=O)c2cc(C)n(CC3CCCO3)c2C)cc(OC)c1C (centres undefined)	7%	3%	·	3%	21	-4%	17µM*	0%	3%	·	5%
25	Cc1nonc1NC(=O)CSc1nc2c(C)cccc2cc1C#N	2%	?	8%	9%	7	2%	4%	8%	3%	2%	21%
26	CCn1c(SCC(=O)NCC2CCCO2)nnc1-c1ccc(S(=O)(=O)N2CCN(C)CC2)cc1 (centres undefined)	0%	-21%	4%	1%	1	-2%	-1%	-3%	-3%	-21%	-7%
27	C=CCNC(=O)COc1ccc(S(=O)(=O)N2CCCC2)cc1	-2%	-33%	2%	-1%	1	1%	2%	-2%	-5%	-8%	-5%
28	CC1(C)Cc2c(c(N3CCOCC3)nc3sc4c(NCC5CCCO5)nnnc4c23)CS1 (centres undefined)	0%	-5%	-8%	-9%	3	-2%	-4%	?	5%	24%	-2%
29	Cc1ccc(NC(=S)NCCc2ccccc2)c(C)c1	-2%	50%	3.5µM*	-1%	14	-1%	2%	-5%	-2%	2µM*	-10%
30	COC(=O)[C@H](C)NC(=O)Nc1ccccc1C(F)(F)F	-2%	-5%	-3%	-2%	0	3%	2%	-1%	1%	14%	-10%
31	CC(C)(C)[C@@H]1COC(=O)[C@@H](NC(=O)OCC2c3ccccc3-c3ccccc32)C/C=C\C[C@@H](CC(=O)NCCO)C(=O)N1	-3%	0%	·	-1%	·	8%	·	0%	·	·	·
32	Cc1ccc(NS(=O)(=O)c2ccc3c(c2)CC(=O)N3)cc1Cl	·	·	·	·	8	-2%	-14%	·	1%	·	-1%
33	CCC(=O)N1CCc2cc(S(=O)(=O)NC(C(=O)N3CCc4ccccc4C3)C(C)C)ccc21 (centres undefined)	-3%	6%[1.84 µM]	1%	0%	7	0%	-1%	-6%	-2%	-16%	10%
34	CCOC(=O)N1CCN(C(=O)CSCc2ccc(Cl)cc2)CC1	6%	42%	-5%	-1%	14	2%	6%	-9%	-4%	?	-2%
35	Cc1cc(C(=O)CSc2nc(N)cc(=O)[nH]2)c(C)n1CCc1ccc(F)cc1	3%	-14%	-14%	1%	0	-4%	-2%	?	-7%	63%	-7%
36	O=C(C1=C[C@H](c2ccc(C(F)(F)F)cc2)C[C@H](OCCCCO)O1)N1CCN(Cc2ccccc2)CC1	-6%	-10%	-7%	-8%	22	-4%	1%	2%	-2%	?	0%
37	C=CCOc1ccc(/C=C2\N=C(C)OC2=O)cc1OC	12%	0%	3%	1%	1	-4%	?	-15%	0%	10%	-5%
38	CC(C)Cn1c(N)c(C(=O)CSc2nc3ccccc3n2C)c(=O)n(C)c1=O	1%	-16%	-9%	0%	0	2%	4%	-1%	-1%	5%	-6%
39	Cc1ccc(C(C)NC(=O)Cn2nc(C)c([N+](=O)[O-])c2C)cc1 (centres undefined)	-21%	-14%	?	0%	18	0%	-1%	-4%	-4%	15%	0%
40	CCOC(=O)c1nnn(CC(=O)Nc2cccc(Cl)c2C)c1C(=O)OCC	2%	3%	7%	-1%	1	1%	-2%	0%	-4%	22%	-8%
41	O=C(CSc1n[nH]c(C2CCCC2)n1)NC1CCCC1	-4%	7%	-1%	0%	-3	-5%	1%	2%	1%	-10%	16%
42	CCC(=O)NC(c1cccs1)c1cc([N+](=O)[O-])c2cccnc2c1O (centres undefined)	?	-88%	5µM*	5%	-4	11%	1%	-14%	-5%	3.2µM*	-8%
43	CC(=N)c1c(O)c2ccccc2oc1=O	12%	58%	22%	14%	2	1%	?	?	24%	2%	3%

# Compounds were not picked by outcome (roughly 15% active in at least one column).
